CHT block: inhibitors of human choline transporter CHT; CHT-expressing cells, membrane potential dye, choline response; hits give low values; AID 488975; Q9GZV3; actives 0.86% (n = 310,000); B-score at 10 µM;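 active = B-score over 3 SD under the library average, and starting fluorescence ratio not unusually high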;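 also: choline stimulus applied at its EC90 after an EC20 pre-addition; B-score computed on integrated fluorescence ratio after choline addition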
Target sequence (Q9GZV3 whole entry, looked up): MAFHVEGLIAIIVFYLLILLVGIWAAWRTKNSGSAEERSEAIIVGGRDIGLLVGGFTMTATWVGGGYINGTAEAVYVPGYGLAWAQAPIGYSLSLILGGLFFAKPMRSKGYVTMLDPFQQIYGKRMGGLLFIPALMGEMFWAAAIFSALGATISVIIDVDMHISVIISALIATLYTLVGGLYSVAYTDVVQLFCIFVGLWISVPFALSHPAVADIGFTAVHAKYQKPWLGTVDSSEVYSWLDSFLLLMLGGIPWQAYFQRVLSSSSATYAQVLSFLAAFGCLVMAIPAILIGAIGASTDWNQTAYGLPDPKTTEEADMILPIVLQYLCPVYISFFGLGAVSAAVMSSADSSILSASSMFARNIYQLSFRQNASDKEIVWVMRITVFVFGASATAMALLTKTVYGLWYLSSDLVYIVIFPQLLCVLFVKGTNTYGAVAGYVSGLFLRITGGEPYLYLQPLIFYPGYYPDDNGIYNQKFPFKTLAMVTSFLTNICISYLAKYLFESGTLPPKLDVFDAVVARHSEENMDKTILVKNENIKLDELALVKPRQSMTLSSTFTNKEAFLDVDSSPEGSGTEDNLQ
KCNQ2 block: KCNQ2 channel blockers in CHO-K1 cells – cell-based, FluxOR thallium flux, B-score, primary screen (AID 2156); 20 min; hits give low values; B-score at 10 µM; actives 1.1% (n = 310,000);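 active = fluorescence ratio B-score at most minus 3 library SDs, with starting brightness B-score within 2 library SDs, cut at about -5.5 in these data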
* marks the source's active call; other numbers are inactive results; i = inactive; . = no result given.

The opening 21 records as a preview:
SMILES	CHT block	KCNQ2 block
Cc1sccc1/C=N/NC(=O)c1ccco1	i	i
CCC(=O)N=c1sc2c(OC)ccc(OC)c2n1C	i	i
CCCNC(=O)c1ccc(SCC(=O)N(CC)CC)c([N+](=O)[O-])c1	i	i
Cc1ccc(-n2c(CCc3ccccc3)nnc2SCC(=O)NCc2ccccc2)cc1C	i	i
COc1ccc([N+](=O)[O-])cc1N(CC1CO1)S(=O)(=O)c1ccc(C)cc1 (configuration not stated)	i	i
CCCCn1c(SCC(=O)Nc2cccc(OC)c2)nc2ccc(N3CCOCC3)cc2c1=O	-6*	i
O=C(NCc1cccnc1)/C(=C/c1ccccc1)NC(=O)c1ccccc1	i	i
CCOC(=O)C1CCCN(C(=O)c2ccc3oc(Cc4ccccc4)nc3c2)C1 (configuration not stated)	i	i
CC1(C)Cc2ccccc2C(N/N=C/c2ccc(Cl)cc2)=N1	i	i
N#Cc1ccc(OCC(=O)OCC(=O)NCCC2=CCCCC2)cc1	i	i
C=CCNC(=S)N1CCN(CCN=CC2=C(O)CC(c3ccco3)CC2=O)CC1 (configuration not stated)	i	i
CC1CN(S(=O)(=O)c2cccc(C(=O)N=c3sccn3C)c2)CC(C)O1 (configuration not stated)	i	i
CCn1c(SCC(=O)O)nnc1-c1ccccc1	i	i
CCC(C(=O)Nc1cc(OC)c(NC(=O)c2ccccc2)cc1OC)c1ccccc1 (configuration not stated)	i	i
ClCc1csc(N/N=C/c2cccs2)n1	i	i
CCN(CC(=O)NCC1CCCO1)S(=O)(=O)c1ccc(Cl)cc1 (configuration not stated)	i	i
CCN(CCCNC(=O)Cn1ncc2c([nH]c3ccc(C)cc32)c1=O)c1ccccc1	i	i
CC1CCCN(C(=O)C(C)Sc2nc(-c3ccccc3)cc(C(F)(F)F)n2)C1 (configuration not stated)	i	i
C=CCOc1cccc(C2c3c(oc4ccccc4c3=O)C(=O)N2c2ccccn2)c1 (configuration not stated)	i	i
O=C(OCC(=O)N1CCc2ccccc21)c1c2c(nc3ccccc13)CCCCC2	i	i
NCCN=C1NS(=O)(=O)c2ccccc21	i	i

The list itself, previewed entries included:
SMILES	CHT block	KCNQ2 block
Cc1sccc1/C=N/NC(=O)c1ccco1	i	i
CCC(=O)N=c1sc2c(OC)ccc(OC)c2n1C	i	i
CCCNC(=O)c1ccc(SCC(=O)N(CC)CC)c([N+](=O)[O-])c1	i	i
Cc1ccc(-n2c(CCc3ccccc3)nnc2SCC(=O)NCc2ccccc2)cc1C	i	i
COc1ccc([N+](=O)[O-])cc1N(CC1CO1)S(=O)(=O)c1ccc(C)cc1 (configuration not stated)	i	i
CCCCn1c(SCC(=O)Nc2cccc(OC)c2)nc2ccc(N3CCOCC3)cc2c1=O	-6*	i
O=C(NCc1cccnc1)/C(=C/c1ccccc1)NC(=O)c1ccccc1	i	i
CCOC(=O)C1CCCN(C(=O)c2ccc3oc(Cc4ccccc4)nc3c2)C1 (configuration not stated)	i	i
CC1(C)Cc2ccccc2C(N/N=C/c2ccc(Cl)cc2)=N1	i	i
N#Cc1ccc(OCC(=O)OCC(=O)NCCC2=CCCCC2)cc1	i	i
C=CCNC(=S)N1CCN(CCN=CC2=C(O)CC(c3ccco3)CC2=O)CC1 (configuration not stated)	i	i
CC1CN(S(=O)(=O)c2cccc(C(=O)N=c3sccn3C)c2)CC(C)O1 (configuration not stated)	i	i
CCn1c(SCC(=O)O)nnc1-c1ccccc1	i	i
CCC(C(=O)Nc1cc(OC)c(NC(=O)c2ccccc2)cc1OC)c1ccccc1 (configuration not stated)	i	i
ClCc1csc(N/N=C/c2cccs2)n1	i	i
CCN(CC(=O)NCC1CCCO1)S(=O)(=O)c1ccc(Cl)cc1 (configuration not stated)	i	i
CCN(CCCNC(=O)Cn1ncc2c([nH]c3ccc(C)cc32)c1=O)c1ccccc1	i	i
CC1CCCN(C(=O)C(C)Sc2nc(-c3ccccc3)cc(C(F)(F)F)n2)C1 (configuration not stated)	i	i
C=CCOc1cccc(C2c3c(oc4ccccc4c3=O)C(=O)N2c2ccccn2)c1 (configuration not stated)	i	i
O=C(OCC(=O)N1CCc2ccccc21)c1c2c(nc3ccccc13)CCCCC2	i	i
NCCN=C1NS(=O)(=O)c2ccccc21	i	i
Cc1scc(-c2n[nH]c(=S)n2C(C)c2ccccc2)c1C (configuration not stated)	i	i
CS(=O)(=O)N(CC(=O)NCCSC1CCCCC1)c1ccc2c(c1)OCO2	i	i
Cc1ccc(S(=O)(=O)Nc2ccc3c(c2)OCCO3)cc1C	i	i
COc1ccc(C(=O)Nc2ccc(S(=O)(=O)Nc3onc(C)c3C)cc2)c(OC)c1	i	i
CSc1oc(-c2ccco2)nc1S(=O)(=O)c1ccc(F)cc1	i	i
CCOC(=O)C(Cc1ccc(O)cc1)NC(=O)CNC(=O)C(CC(C)C)NC(=O)OC(C)(C)C (configuration not stated)	i	i
O=S(=O)(c1ccc2ccccc2c1)N1CCN=C1SCc1cccnc1	-5*	i
C=C(C)c1cccc(C(C)(C)NC(=O)N(Cc2ccccc2)Cc2ccco2)c1	i	-8.7*
CN(C)c1ccc(CNCCC2CCOC(C)(C)C2)cc1 (configuration not stated)	i	i
Cc1ccnc(NS(=O)(=O)c2ccc(NC(=O)CCOc3ccccc3)cc2)n1	i	i
O=C1c2ccccc2C(=O)N1CC(O)COc1ccc(Cl)cc1 (configuration not stated)	i	i
CN(C)c1ccc(-c2nnc(-c3ccc(S(=O)(=O)C(F)F)cc3)o2)cc1	i	i
O=C(c1ccccc1)N1CCN=C1c1ccccc1	i	i
CCOC(=O)C1=C(C)NC(C)=C(C(=O)OCC)C1c1ccc(Br)o1	i	i
COc1ccc(-c2ccccc2)cc1NCc1ccccc1C	i	i
O=C(Nc1cccnc1Cl)c1cc(-c2ccco2)on1	i	i
Cc1nc2sc(C(c3ccco3)N3CCOCC3)c(O)n2n1 (configuration not stated)	i	i
COc1ccc(C(=O)NC2CC2)cc1OC1CCN(Cc2ccccc2O)CC1	i	i
CC(C)(C)c1ccc(NC(=S)NCCc2ccccn2)cc1	i	i
CC(C)(C)NC(=O)c1cnn2c1NC(c1ccc(F)cc1)CC2C(F)(F)F (configuration not stated)	i	i
O=C(CSc1ccc(Cl)cc1)Nc1ccc(NC(=O)c2ccco2)cc1	i	i
CCN(CC(=O)Nc1c(F)cccc1F)C(=O)c1cc(-c2cccs2)nn1-c1ccccc1	i	i
CCN(CC)c1ccc(NC(=O)c2cnccn2)cc1S(=O)(=O)Nc1ccc(OC)cc1	i	i
O=C(Nc1ccc(-c2nc3ccccc3s2)cc1)c1cc(-n2cnnc2)ccc1Cl	i	i
Cc1ccnc(NC(=O)CCc2c(C)nc3ncnn3c2C)c1	i	i
N=c1n(CCN2CCOCC2)c2ccccc2n1CC(=O)c1cccc([N+](=O)[O-])c1	i	i
COc1ccccc1C(=O)C1CCCN(C(=O)Nc2ccccc2F)C1 (configuration not stated)	i	i
Fc1ccc(Nc2nc(N3CCOCC3)nc(N3CCOCC3)n2)cc1	i	i
COc1ccccc1C1C2=C(N=C3SCC(=O)N31)c1ccccc1CC2 (configuration not stated)	i	i
COCCn1c(SCC#N)nnc1-c1ccc2c(c1)OCO2	i	i
CC(C)C(C)NC(=O)COc1ccc(S(=O)(=O)N2CCOCC2)cc1[N+](=O)[O-] (configuration not stated)	i	i
Cc1nn(-c2ccccc2)c(N2CCCC2)c1/C=N/Nc1ccc(S(=O)(=O)Nc2ccccc2)cc1[N+](=O)[O-]	i	i
CCc1nnc(NC(=O)CSc2nnc(COc3ccccc3C)o2)s1	i	i
CC(C)CCN(C(=S)Nc1cccc(F)c1)C1CCN(C(C)C)CC1	i	i
Cc1ccc(S(=O)(=O)N2CCCC2C(=O)NCc2ccncc2)cc1 (configuration not stated)	i	i
CCOC(=O)C1CCCN(C(=O)c2[nH]c3ccc(OC)cc3c2C)C1 (configuration not stated)	i	i
CC(Sc1ccsc1[N+](=O)[O-])C(=O)NCc1ccco1 (configuration not stated)	i	i
Cc1ccc(C(=O)Cn2nnc3ccccc32)cc1C	i	i
COc1cccc(CN2CCN(C(=O)c3cccc(OC)c3)CC2)c1	i	i

(continued)
SMILES	CHT block	KCNQ2 block
COCCn1c(SCC(=O)NC2CCCC2)nnc1-c1ccncc1	i	i
COc1cccc(Cn2cccc(NC(=O)Nc3cccc(C#N)c3)c2=O)c1	i	i
CCOCCn1c(CN2CCN(CC)CC2)nc2c1c(=O)n(C)c(=O)n2C	i	i
O=C(CCCN1C(=O)c2cccnc2C1=O)Nc1ccccc1F	i	i
Cc1onc(-c2ccccc2Cl)c1C(=O)Oc1cc(N)n(S(=O)(=O)c2ccc(F)cc2)n1	i	.
CC1CCCN(CCOCCOc2ccccc2-c2ccccc2)C1 (configuration not stated)	i	i
Cc1nc(Cl)c(C(=O)NC(C)(C)C)c(C)c1Cl	i	i
CC(=O)Nc1ccc(S(=O)(=O)Nc2cccc(C(=O)NC(C)(C)C)c2)cc1	i	i
S=c1nc(-c2cc(Cl)cc(Cl)c2)[nH][nH]1	-5.8*	i
CC(C)(C)OC(=O)[C@H](Cc1ccccc1)NC(=O)c1nc[nH]c1C(=O)N1CCN(c2ccccc2)CC1	i	i
O=C1CCCN1CCCNc1ncnc2c1[nH]c1ccc(Cl)cc12	i	i
COc1cc(OC)c(C2=NOC(C(=O)NCc3cccnc3)C2)cc1Cl (configuration not stated)	i	i
COc1ccc(C(C[N+](=O)[O-])c2c(-c3ccccc3)cc3ccccn23)cc1 (configuration not stated)	i	i
O=C(O)C1CC=CCC1C(=O)N1CCN(c2nc(-c3ccccc3)c3ccccc3n2)CC1 (configuration not stated)	i	i
O=C(Cn1c(=O)cnc2ccccc21)N1CCN(S(=O)(=O)c2ccccc2Br)CC1	i	i
COc1ccc(N=N/C(=C\O)C(=O)c2ccco2)cc1	i	i
CN(c1c(C#N)c(C(F)(F)F)nn1C)N(S(C)(=O)=O)S(C)(=O)=O	i	i
Cn1c(SCC(=O)Nc2ccccc2C(F)(F)F)nc2c(c1=O)SCC2	i	i
COCC(C)NC(C(=O)Nc1cccc(C(C)=O)c1)c1ccccc1 (configuration not stated)	i	i
O=C(Cn1cnc2ccccc2c1=O)c1ccc2c(c1)OCCO2	i	i

Structures listed so far that bear a hit mark in KCNQ2 block:
SMILES	CHT block	KCNQ2 block
C=C(C)c1cccc(C(C)(C)NC(=O)N(Cc2ccccc2)Cc2ccco2)c1	i	-8.7*

Other structures.
SMILES	CHT block	KCNQ2 block
CCN1/C(=C/C(=O)c2ccco2)Sc2ccccc21	i	i
CN(Cc1c(C(=O)N(C)Cc2ccccc2)nc2ccccn12)CC1Cc2ccccc2O1 (configuration not stated)	i	i
Cc1ccc2[nH]c(=O)c(CN(C)C(=O)c3ccccn3)cc2c1	i	i
CC(CN1CCN(C)CC1)OC(=O)c1ccccc1 (configuration not stated)	i	i
C=C(c1ccccc1O)n1ccnc1	i	i
CC(C)(C)c1ccc(C(=O)N2CCC3(CC2)NCCc2[nH]cnc23)cc1	i	i
O=C(c1ccco1)N1CCN=C1SCc1c(F)cccc1Cl	i	i
Fc1ccc(CO/N=C2\CCCc3nonc32)cc1	i	i
O=C(CSc1nccc(-c2cccs2)n1)Nc1ccc(Cl)cc1	i	i
O=S1(=O)C[C@@H](N2CCOCC2)[C@H](N2CCOCC2)C1	i	i
C(=N\N1CCN(Cc2cccc3ccccc23)CC1)/c1cccs1	i	i
CCCCN1C(=O)C(O)=C(C(C)=O)C1c1ccc(OC)cc1OC (configuration not stated)	i	i
C=CCn1c(SCc2csc(C)n2)nc2scc(-c3ccc(C)o3)c2c1=O	i	-5.8*
CCCN(Cc1ccccc1)C(=S)Nc1ccc(SC(F)F)cc1	.	i
Cc1[nH]c2ccccc2c1C(=O)CN1CC(C)CC(C)C1 (configuration not stated)	i	i
COC(=O)c1ccc(/C=N/NC(=S)NC(C)C)cc1	i	i
Cc1cccc2cc(C(c3nnnn3CC3CCCO3)N3CCCc4ccccc43)c(=O)[nH]c12 (configuration not stated)	i	i
Cc1cc(C(=O)N2CCN(c3ccc([N+](=O)[O-])cc3)CC2)c(C)o1	i	i
O=C(N/N=C/c1cccc(OC(=O)c2ccccc2Cl)c1)c1cccnc1	i	i
Cc1ccc(S[C@@H](CCN2CC[C@H](O)CCC2=O)c2ccccc2)cc1	i	i
Cc1nn(CCCC(=O)NCCc2ccccc2)c(C)c1[N+](=O)[O-]	i	i
Cc1ccc(CCNS(=O)(=O)c2cnc[nH]2)cc1	i	i
CCN1C(=O)c2cccc3c(NC(=O)c4ccc5c(c4)OCCO5)ccc1c23	i	i
O=C(Nc1sc2c(c1C(=O)c1ccccc1)CCCC2)c1cccnc1	i	i
CCSc1n[nH]c2nc3c(c(=O)n12)C1(CCCCC1)Cc1ccccc1-3	i	i
CCOc1cc(C(=O)N2CCC(CC3CC(c4ccc(Cl)cc4)=NO3)(C(=O)NCC3CCCCC3)CC2)cc(OCC)c1OCC (configuration not stated)	i	i
CCc1nc(NCCC(C)C)c2nnn(Cc3ccccc3)c2n1	i	i
CSCCC(NC(=O)c1cccc([N+](=O)[O-])c1)c1nc2ccccc2[nH]1 (configuration not stated)	i	i
COc1cc(NC(=S)N2CCN(Cc3ccccc3)CC2)cc(OC)c1	i	i
NC1=NC2(CCC(c3ccccc3)CC2)n2c(nc3ccccc32)N1 (configuration not stated)	i	i
FC(F)(F)c1ccc(/C=N/NC(=S)NC2CCCCC2)cc1	i	i
N#Cc1ccccc1NC(=O)COC(=O)CSc1nc2ccccc2o1	i	i
O=S(=O)(c1ccc(Cl)cc1)N1CCCC(c2nc(-c3ccc(F)cc3)no2)C1 (configuration not stated)	i	.
CC(Sc1ncn[nH]1)C(=O)Nc1ccc(Cl)cn1 (configuration not stated)	i	i
CCOC(=O)c1[nH]c2ccc(OC)cc2c1NC(=O)CN1CCc2ccccc2C1	i	i
Cc1cccc(NC(=O)C2CCN(C(=O)c3ccco3)CC2)c1C	i	i
CC(=O)N1c2ccccc2NC2=C(C(=O)CCC2)C1c1ccco1 (configuration not stated)	i	i
CCN1C(=O)c2ccc(-c3nc4ccccc4c(=O)o3)cc2C1=O	i	i
CCOc1ccccc1C(=O)NCC(=O)N(C)Cc1cccnc1	i	i
COc1ccc(C(c2sc3nc(C)nn3c2O)N2CCN(CCO)CC2)cc1OC (configuration not stated)	i	i
